STK33 inh – inhibitors of purified STK33 kinase, primary screen, biochemical, ADP-Glo luminescence, homogeneous, cell-free; MBP phosphorylation; inhibition, % at 10 µM; hit rate 0.073% among 320,000;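 active = inhibition at or above 25%, using the most active replicate where run in duplicate; inactive = inhibition below 25%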
Target sequence (Q9BYT3 whole entry, looked up): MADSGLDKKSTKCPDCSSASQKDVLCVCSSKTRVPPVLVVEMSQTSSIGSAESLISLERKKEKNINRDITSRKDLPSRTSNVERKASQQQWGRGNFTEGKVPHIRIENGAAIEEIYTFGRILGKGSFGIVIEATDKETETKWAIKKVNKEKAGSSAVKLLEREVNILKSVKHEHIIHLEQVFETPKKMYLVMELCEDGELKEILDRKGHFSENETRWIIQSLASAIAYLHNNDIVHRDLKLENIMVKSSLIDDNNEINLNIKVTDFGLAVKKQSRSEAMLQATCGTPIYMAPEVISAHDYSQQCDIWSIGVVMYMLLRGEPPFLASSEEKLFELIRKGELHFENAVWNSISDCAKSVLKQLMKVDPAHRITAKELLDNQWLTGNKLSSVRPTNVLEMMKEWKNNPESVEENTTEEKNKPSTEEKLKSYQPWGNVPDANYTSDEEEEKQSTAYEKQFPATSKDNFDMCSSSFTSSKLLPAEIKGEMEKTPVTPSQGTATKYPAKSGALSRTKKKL
Kir21 block – inhibitors of mouse Kir2.1 inward-rectifier potassium channel. HEK293-Kir2.1, FluxOR thallium flux fluorescence; stronger effect = lower value. B-score at 10 µM. hit rate 0.85% among 310,000. AID 1672, 2009;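 active = fluorescence ratio B-score at or below minus 3 SD of library scores, with starting-brightness B-score within 2 SD, cut at about -4.2 in these data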;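 also: channel flux triggered by added potassium and thallium sulfate stimulus; B-score of peak minus minimum fluorescence over baseline after thallium stimulus; more negative B-score means stronger Kir2.1 block with less thallium influx; some compounds called inactive have numbers as strong as hits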
Target sequence (P35561 whole entry, looked up): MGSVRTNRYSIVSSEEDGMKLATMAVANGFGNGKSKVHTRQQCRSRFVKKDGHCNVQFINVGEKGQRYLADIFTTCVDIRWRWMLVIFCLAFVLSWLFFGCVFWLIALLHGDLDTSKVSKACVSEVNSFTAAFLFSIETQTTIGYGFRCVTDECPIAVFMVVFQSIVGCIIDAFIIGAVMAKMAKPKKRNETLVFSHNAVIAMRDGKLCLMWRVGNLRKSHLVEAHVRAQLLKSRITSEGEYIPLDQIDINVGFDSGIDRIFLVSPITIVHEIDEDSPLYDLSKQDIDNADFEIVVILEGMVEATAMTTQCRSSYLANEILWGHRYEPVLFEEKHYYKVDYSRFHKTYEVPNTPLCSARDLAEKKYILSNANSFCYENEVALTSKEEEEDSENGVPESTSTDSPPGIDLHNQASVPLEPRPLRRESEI
Active calls of the source: *; · = no result given.

SMILES	STK33 inh	Kir21 block
O=C(COc1cccc2ccccc12)NCc1cccnc1	-0.7	1.5
N/C(=N\OC(=O)CCc1ccccc1)c1cccc(Br)c1	-0.3	0.16
N#CC1=C(N)N(c2ccccc2)C(c2ccco2)C1(C#N)C#N (stereo not drawn)	1.3	-0.01
CC1CCc2c(sc(NC(=O)C3CCCO3)c2C#N)C1 (stereo not drawn)	-0.9	0.69
Cc1c2cnn(CC(=O)Nc3c(F)c(F)cc(F)c3F)c(=O)c2c(C)n1Cc1ccc(F)cc1	-0.3	0.19
COc1ccccc1NC(=O)c1ccc2c(c1)N(CC#N)C(=O)C(C)(C)O2	-1.5	1.2
O=C(CN1CCCCC1)NC1CCc2cc3c(cc21)CCC3 (stereo not drawn)	-1.7	-0.21
CN(Cc1ccco1)C(=O)Cn1cc(S(=O)(=O)N2CCCC2)c(S(=O)(=O)N2CCCC2)c1	0.9	2.2
OCCN1CCN(c2cc(-c3ccccc3)c3ccccc3n2)CC1	-0.4	-3.8
COc1cc2ccnc(Cc3cccc(OC)c3OC)c2cc1OC	-1.4	-1.8

An excerpt from above in order of SMILES length, rising.
SMILES	STK33 inh	Kir21 block
O=C(CN1CCCCC1)NC1CCc2cc3c(cc21)CCC3 (stereo not drawn)	-1.7	-0.21
COc1ccccc1NC(=O)c1ccc2c(c1)N(CC#N)C(=O)C(C)(C)O2	-1.5	1.2
Cc1c2cnn(CC(=O)Nc3c(F)c(F)cc(F)c3F)c(=O)c2c(C)n1Cc1ccc(F)cc1	-0.3	0.19

The list goes on:
SMILES	STK33 inh	Kir21 block
O=C(NC1CCC(Oc2ccc(C(=O)O)cc2)CC1)NC12CC3CC(CC(C3)C1)C2 (stereo not drawn)	-0.9	·
COc1ccc2c(c1)CC/C(=C/c1ccccn1)C2=O	3.7	0.82
Cc1ccc2c(=O)[nH]c(Nc3nc(C)cc(-c4ccccc4)n3)nc2c1	0.7	0.02
Cc1ccc(S(=O)(=O)NC(c2ccccc2)C(C)C(=O)n2nc(C)cc2C)cc1 (stereo not drawn)	0.6	-0.19
O=C(Nc1ccccc1-c1nnc(SCc2ccc(Cl)cc2Cl)o1)c1ccccc1	0.8	0.16
Cc1cccc(NC(=O)CSCC(=O)Nc2cc(S(=O)(=O)N3CCOCC3)ccc2N2CCCC2)c1	-0.4	0.65
O=C(COC(=O)c1ccco1)c1ccc2ccccc2c1	-1.2	-0.12
CC(=O)NC(NC(=S)Nc1ccc(C)cc1C)C(Cl)(Cl)Cl (stereo not drawn)	-0.1	0.7
O=C(CN1C(=O)NC2(CCCC2)C1=O)Nc1ccccc1N1CCCCC1	-0.7	-1.1
CCn1c2ccccc2c2cc(NC(=O)c3cc(OC)cc(OC)c3)ccc21	-0.7	2.2

Three entries from above, arranged by the number in STK33 inh, smallest number first.
Structure | STK33 inh
Cc1ccc2c(=O)[nH]c(Nc3nc(C)cc(-c4ccccc4)n3)nc2c1 | 0.7
O=C(Nc1ccccc1-c1nnc(SCc2ccc(Cl)cc2Cl)o1)c1ccccc1 | 0.8
COc1ccc2c(c1)CC/C(=C/c1ccccn1)C2=O | 3.7

Back to the main list, repeating the two entries before the break.
SMILES	STK33 inh	Kir21 block
O=C(CN1C(=O)NC2(CCCC2)C1=O)Nc1ccccc1N1CCCCC1	-0.7	-1.1
CCn1c2ccccc2c2cc(NC(=O)c3cc(OC)cc(OC)c3)ccc21	-0.7	2.2
O=C(CCCC(=O)N(CC(=O)NC1CCCCC1)Cc1ccco1)Nc1ccccn1	-0.6	0.96
CC1CCCCC1NS(=O)(=O)CCNC(=O)c1ccc2c(c1)OCO2 (stereo not drawn)	·	-1.1
O=C(Nc1nc(-c2ccncc2)cs1)c1ccco1	2.4	-0.42
O=C(CSc1ccc2nnc(CCNC(=O)c3ccc(F)cc3)n2n1)NCC1CCCO1 (stereo not drawn)	-0.3	-1.2
CC1CCCN(C(=O)C2CCN(CCCc3ccccc3)CC2)C1 (stereo not drawn)	-1.1	-0.07
Cc1cccc2c(=O)cc(C)n(CC(=O)N3CCOCC3)c12	-4.2	0.25
c1ccc(-n2ncc3c(NCc4ccco4)ncnc32)cc1	-2.2	0.02
O=C(CCCCCNC(=S)Nc1ccccc1)C[N+](=O)[O-]	-1.9	0.09
C=C(C)[C@@H]1CC=C(CN2CCN(Cc3ccccc3)CC2)CC1	0.0	-0.4
COc1ccc(OC)c(NC(=O)CC2SC(=Nc3ccc(F)cc3)N(CCC3=CCCCC3)C2=O)c1 (stereo not drawn)	-1.4	1.1

Taken from the listing for reference:
SMILES	STK33 inh	Kir21 block
COc1ccc2c(c1)CC/C(=C/c1ccccn1)C2=O	3.7	0.82
Cc1ccc2c(=O)[nH]c(Nc3nc(C)cc(-c4ccccc4)n3)nc2c1	0.7	0.02
Cc1ccc(S(=O)(=O)NC(c2ccccc2)C(C)C(=O)n2nc(C)cc2C)cc1 (stereo not drawn)	0.6	-0.19

(cont.)
SMILES	STK33 inh	Kir21 block
NC(=O)c1nn(-c2ccccc2)c(=O)cc1O	-4.0	2.6
CC1(C)Cc2ccccc2C2=C(C(=O)N3CCCCCC3)C(=O)C(=O)N21	-1.2	-0.48
COc1cc(CNC(=O)OCC(C)C)cc(OC)c1OC	-1.1	0.46
COc1ccc2nc(NC(=O)c3cccnc3SC)sc2c1	0.9	-0.03
COc1ccc(C2CC(c3ccc(OC)cc3)n3nc(NC(=O)c4cccs4)nc3N2)cc1 (stereo not drawn)	-1.1	-0.79
COc1cc(-c2nnc(SCC(=O)Nc3ccc(C(=O)O)cc3)o2)cc(OC)c1OC	-0.5	·
Cc1cc(Nc2ccccc2)n(-c2ccc(C(=O)O)cc2)n1	0.8	-0.01
CC1=NN(c2ccc(C(=O)O)cc2)C(=O)CC1	-3.0	0.16
O=C(N=NC(=O)c1ccc2c(O)n(C3CCCCC3)c(O)c2c1)c1cccnc1	-1.2	2.2
O=[N+]([O-])c1ccccc1S(=O)(=O)Nc1cccc2cccnc12	-0.9	-1.3
COc1ccc(C)cc1S(=O)(=O)N1CCCC(N2CCOCC2)C1 (stereo not drawn)	1.6	-0.21
COc1ccc(C(=O)Nc2cc(S(=O)(=O)N3CCCCC3)ccc2OC)cc1	-1.1	·
Cc1sc2ncnc(Nc3ccc(O)cc3)c2c1C	1.0	-2.6
COc1ccc(S(=O)(=O)Nc2ccc(-n3cnnn3)cc2)cc1[N+](=O)[O-]	-1.4	·
O=C(CCN1c2ccccc2Sc2ccccc21)OCc1nnc(-c2ccccc2)o1	1.1	-1.4
CC(C)(C)c1ccccc1OCCCCCn1ccnc1	-3.2	-7.4*
CC(C)C[C@H]1CN=C(Nc2ccccc2)N1CCc1ccc(F)cc1	-1.2	·
CCCCN1C(=O)c2ccc(C(=O)NC3=NCCS3)cc2C1=O	6.9	-0.01
O=C1COc2ccc(C(=O)CSc3nnc(Cc4cccs4)n3-c3ccccc3)cc2N1	-1.2	-0.02
O=C1c2cccnc2-c2ncccc21	-1.7	0.6
CC1(C)c2[nH]c3ccccc3c2C[C@@H]2C(=O)N(Cc3ccccc3)C(=O)N21	0.2	-0.73
Nc1nc(-c2ccc(Cl)cc2)cc(C(F)(F)F)n1	-1.0	1.5
COc1ccc(/C=N/NC(=O)c2sccc2C)c2ccccc12	-0.9	3.5e-16
CCOC(=O)c1c(NC(=O)CC2SC(N)=NC2=O)sc2c1CCCC2 (stereo not drawn)	0.5	0.46
COc1cccc(CNc2cnc3ccccc3c2)c1O	0.9	-2.3
CCOc1ccc(NS(=O)(=O)c2ccc(C(=O)NNC(=O)c3ccccc3O)cc2)cc1	2.7	0.93
COc1cc(OC)nc(/N=C/NO)n1	-0.8	2.3
O=C(CSc1nnnn1-c1ccccc1)NC(=O)NCc1ccco1	-1.9	3.5
COc1ccc(CCNC(=O)CSc2n[nH]c(N)n2)cc1	-1.2	1.6
CN1CCN(c2ccc(NC(=O)c3ccccc3Br)cc2)CC1	-3.6	-2
Nc1ccc(Cl)c(NC(=O)c2cccs2)c1	0.8	1.1
Brc1ccc(-c2nc(-c3cccnc3)no2)o1	-1.8	-1.9
COc1ccc(C(=O)N/C(=C\c2ccc3c(c2)OCO3)C(=O)N2CCOCC2)cc1	-2.7	-1.5
CC(C)(C)Nc1nc(Cl)nc(NC2CCCCC2)n1	-2.3	0
CCN(CC(=O)Nc1ccc(NC(C)=O)cc1)C(=O)c1ccc2c(c1)OCO2	-1.1	·
CCOC(=O)c1oc2nc(C(C)C)c3c(c2c1N)CCC3	1.7	-1.1
CCOc1ccc(NC(=O)NNC(=O)c2ccc3ccccc3c2O)cc1	-0.5	-1.7
CS(=O)(=O)N1CCCC(C(=O)NCc2ccccn2)C1 (stereo not drawn)	-0.3	-0.01
CN=c1sc2ccccc2n1CC(O)c1ccccc1 (stereo not drawn)	-1.4	-0.2
COc1cc(CO)ccc1OCC(=O)Nc1ccc(Br)cc1	-0.8	0.06
O=C(N/N=C\c1ccc(Sc2ccccn2)o1)c1cccc(F)c1	-0.4	-0.56
CCN(CC(=O)Nc1c(F)cccc1F)C(=O)c1cccc(S(=O)(=O)N(C)c2ccccc2)c1	0.5	-1.7
Cc1nnn(-c2nonc2N)c1C(=O)NNC(=O)c1ccc(Cl)c(Cl)c1	-0.2	-0.05
N#CC1(NC(=O)COc2ccc(C(N)=O)cc2)CCCC1	0.6	·
CC1=C(/C=C/C(C)=C/C=C/C(C)=C/C(=O)Nc2ccc(O)cc2)C(C)(C)CCC1	0.7	·
CC1CN(C2CCN(S(=O)(=O)Cc3ccccc3)CC2)CC(C)O1 (stereo not drawn)	-1.4	2.9
O=C(CN1CCN(c2ccc(O)cc2)CC1)NC(=O)NCc1ccco1	-0.8	1.2
Cc1ccc2cc(C#N)c(N3CCN(C(=O)c4cccs4)CC3)nc2c1	-1.0	0.08
CCN(CC)C(=O)c1ncn(Cc2ccccc2)c1C(=O)N(CC)CC	0.0	·
NC(=O)c1ccccc1NC(=O)CS(=O)(=O)Cc1ccccc1	-1.8	0.16
(cont.)
SMILES	STK33 inh	Kir21 block
COc1cccc(CNC(=O)COC(=O)CCCNC(=O)c2ccc(Cl)cc2)c1	0.2	0.33
COCCN(Cc1ccccc1)C(=O)c1cccc(S(=O)(=O)N(C)c2c(C)n(C)n(-c3ccccc3)c2=O)c1	-1.1	1.1
CCOC(=O)CCC(NC(=O)CCC(=O)NC(CCC(=O)OCC)C(=O)OCC)C(=O)OCC (stereo not drawn)	-2.7	-0.29
CCOC(=O)C1CCCN(S(=O)(=O)c2cc(Br)cc3c2N(C(=O)CC)CC3)C1 (stereo not drawn)	-2.6	1.3
COCc1cc(C)nc(SCC(=O)Oc2ccc(Cl)cc2)c1C#N	2.2	-0.89
CCOc1ccc(C2Nc3ccccc3C(CC)(CC)O2)cc1 (stereo not drawn)	-0.1	1.3
Cc1ccc(-n2nnnc2SCC(=O)Nc2nc(-c3ccc(F)cc3)cs2)cc1C	0.0	-0.29
CC(C)COc1ccc(CNC(=S)Nc2ccccc2)cc1Cl	-0.3	1.5
Cc1nc(N2CCN(c3ccccc3)CC2)nc2c1C(=O)CC(C)C2 (stereo not drawn)	-0.6	2.5
CCCCCOc1ccc(NC(=O)C(=O)NCCCn2ccnc2)cc1	0.3	-0.03
NS(=O)(=O)c1cccc(NC(=O)CSc2nnnn2-c2ccccc2)c1	-1.3	-1.6
Cc1ccccc1-c1nc(CN2CCC(C(=O)NCCCN3CCOCC3)CC2)c(C)o1	0.8	-1.6
Cc1ccsc1CN(C)CC(=O)Nc1ccc([N+](=O)[O-])cc1Cl	-0.4	1.4
Cc1ccccc1NC(=O)COC(=O)C1CC2CCCC(C1)C2=O (stereo not drawn)	13	·
Cc1cc(C)c(NC(=O)CSc2nc3ncc(Br)cc3[nH]2)c(C)c1	0.1	0.04
CCN(CC)CCSc1nc2ccccc2n1Cc1ccccc1	-0.4	-3.5
CC1=NN(C(N)=S)C(=O)C1N=Nc1ccccc1 (stereo not drawn)	-0.4	-0.92
COc1ccc(OC)c(C(c2nnnn2C(C)(C)C)N2CCc3ccccc3C2)c1 (stereo not drawn)	-1.2	0.44
COc1nc(NCCc2ccc(OC)c(OC)c2)nc(OC)n1	-1.3	-2.1
CSc1ncccc1C(=O)Nc1ccc(S(=O)(=O)N2CCCC2)cc1	-0.7	·
COC(=O)c1ccccc1NC(=O)COC(=O)c1cccnc1	-1.4	0.32
Cc1nc(SCC(=O)N2CCOCC2)c2c(=O)n(C)c(=O)n(CC(C)C)c2n1	-1.0	·
CCCc1cc(=O)n2c([nH]c3ccccc32)c1C#N	-1.1	-0.55
COc1cc2c(cc1OC)CN(C(=O)/C=C/c1cccc([N+](=O)[O-])c1)CC2	-1.8	0.97
O=C(Nc1ccccc1C(F)(F)F)c1cc2ccccc2o1	-3.9	3.2
COC(=O)CSc1nnc(COc2ccc3ccccc3c2)o1	-1.4	-0.25
COc1ccccc1C(=O)NCCC(=O)N(C)CC(=O)Nc1ccc(Cl)cc1	1.4	0.39
Cc1cccc(OCc2nnc(SC(C)C(=O)O)n2-c2ccccc2)c1 (stereo not drawn)	-0.4	0.27
CN1C(=O)c2ccccc2C(C(=O)O)C1c1cccc([N+](=O)[O-])c1 (stereo not drawn)	-2.3	-1.2
CCOc1ccc(NC(=O)CSc2nc(=O)n(CCN3CCOCC3)c3c2CCCC3)cc1	0.3	1.9
CCOc1ccc(/C=N/NC(=O)c2cccc3ccccc23)c(OCC)c1	-0.4	-0.19
O=C(NC1CCCc2ccccc21)c1cc(Cl)ccn1 (stereo not drawn)	-0.8	0.7
COc1ccc(C(=O)Nc2ccc(OCC(=O)N3CCOCC3)cc2)c(OC)c1OC	-1.4	0.1
COCCCN1C(=O)N(c2ccc(F)cc2)C(=O)C1CC(=O)Nc1ccccc1 (stereo not drawn)	-1.9	2
O=C(NC1CC2CCCC(C1)N2Cc1ccco1)NC12CC3CC(CC(C3)C1)C2 (stereo not drawn)	-0.2	-0.01
Cn1c(=O)c(/C=C/c2ccc(F)cc2)nc2ccccc21	·	0.71
CCN(CC)CCN(Cc1cc2ccc(C)cc2[nH]c1=O)C(=O)Nc1ccc(Cl)cc1	-0.5	0.45

Screens: PubChem BioAssay, several laboratories
